# S100A4 MyoIIA – S100A4-myosin IIA interaction inhibition; P26447; inhibition, % at 10.7 µM; S100A4/TAMRA-MyoIIA peptide fluorescence polarization; actives 0.14% (n = 360,000);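 active = mean inhibition of at least 70% across replicates, with every replicate also reaching that level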
# Target sequence (P26447 whole entry, looked up): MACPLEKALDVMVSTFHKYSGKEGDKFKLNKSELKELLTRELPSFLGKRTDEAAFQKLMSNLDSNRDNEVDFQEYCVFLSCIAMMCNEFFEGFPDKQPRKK
#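 Material: human S100A4 monomer with TAMRA-labelled myosin IIA peptide; buffer or medium: HEPES pH 7.2 with CaCl2, KCl, NaCl, DTT, Triton; compound dosing: one concentration per compound; schedule: 5 min incubation before reading; benchmarks: neutral control DMSO, positive control TFP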
# Xi reactivation – activators of X-chromosome reactivation in mouse fibroblasts; XiGFP mouse fibroblasts, % GFP-positive cells imaging, 3 d; cells co-treated with 5-aza-dC sensitizer; scaled so ellipticine positive control = 100%; activation, % at 7.58 µM; actives 0.055% (n = 360,000);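 active = mean normalized replicate activation at least 10% and every replicate at or above 10%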;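 note: 0% = median of on-plate neutral control wells and 100% = ellipticine 6 µM median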
#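 Assay system – SV40-immortalized XiGFP fibroblast cells, line 68-5-11 · Buffer or medium – DMEM supplemented with 5-aza-dC as sensitizing agent · Dosing – one concentration, pinned · Benchmarks – positive control ellipticine, 6 µM final · Times – 3 days compound exposure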
# RAD54 branch – RAD54 (human) branch migration inhibition; inhibition, % at 10.4 µM; RAD54 Holliday junction branch migration, FAM/BHQ fluorescence; Q92698; AID 602329; actives 0.14% (n = 360,000);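 active = mean normalized replicate activity at least 40 and at least half of replicates scoring 40 or more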;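 note: 0% = median of neutral control wells and 100% = median of positive control wells; inhibitors cause a drop in the FAM fluorescence signal; in these data hits start at about 50%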
# E-sel inducer – induces E-selectin expression in human endothelial cells | P16581 | HUVEC E-selectin immunofluorescence imaging; normalized: neutral wells 0, TNF-alpha wells 100 | activation, % at 7.58 µM | actives 0.37% (n = 260,000) | AID 686992;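 active = mean E-selectin-positive cell signal at least 10% of the positive control, reached in at least 60% of replicates, without over 20% cell loss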;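 note: in these data hits start at about 27%; measured in HUVEC primary endothelial cells; signal is the percent of cells scored E-selectin positive by PE staining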
#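 Material: HUVEC primary endothelial cells; Amount: 3,000 cells per well; Dosing: single concentration; Medium: EGM-2 growth medium on 0.1% gelatin-coated wells; Read-out basis: percent E-selectin-positive cells; Signal: immunofluorescence imaging; Control set: TNF-alpha, DMSO.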
# esBAF inh – blocks esBAF chromatin remodeling in mouse ES cells; Bmi1-luciferase knock-in reporter, 24 h; 100% = twice the neutral-well signal; AID 602393; reporter increase, % at 12.5 µM; actives 2% (n = 350,000); in the data active = activation above about 40%;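 note: 0% = median of the plate's neutral control wells and 100% = double that signal; a rise in the Bmi1 reporter signal indicates esBAF inhibition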
# ERAP1 HTS inh – ERAP1 (human) enzyme inhibition; Q9NZ08; recombinant ERAP1, Leu-AMC fluorescence, 60 min; inhibition, % at 10.7 µM; actives 0.15% (n = 340,000); AID 652197;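 active = mean replicate inhibition of at least 30%, or all replicates individually reaching that 30% level; inactive = mean below 30% and not every replicate reaching it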;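 note: 0% = neutral control wells and 100% = L-leucinethiol positive control wells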
# RAD52 inh – blocks human RAD52 DNA annealing. P43351. recombinant RAD52 DNA annealing, FRET fluorescence. inhibition, % at 18.7 µM. actives 0.46% (n = 360,000);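 active = every replicate showing at least 50% inhibition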
# Target sequence (P43351 whole entry, looked up): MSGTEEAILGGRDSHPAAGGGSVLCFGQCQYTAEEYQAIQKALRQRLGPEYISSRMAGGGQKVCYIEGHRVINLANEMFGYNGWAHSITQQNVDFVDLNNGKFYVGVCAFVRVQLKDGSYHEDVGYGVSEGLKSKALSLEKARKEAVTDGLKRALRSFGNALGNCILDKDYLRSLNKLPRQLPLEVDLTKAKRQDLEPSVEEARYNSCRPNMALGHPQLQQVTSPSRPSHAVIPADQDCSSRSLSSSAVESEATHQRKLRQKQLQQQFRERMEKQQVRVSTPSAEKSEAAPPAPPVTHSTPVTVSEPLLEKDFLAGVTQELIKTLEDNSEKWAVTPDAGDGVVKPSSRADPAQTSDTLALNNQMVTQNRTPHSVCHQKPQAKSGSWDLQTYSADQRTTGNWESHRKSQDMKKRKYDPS
# ERp5 block – blocks human ERp5 reductase activity on insulin | Q15084 | ERp5 insulin aggregation, absorbance 650 nm, 90 min | inhibition, % at 9.99 µM | actives 0.05% (n = 350,000) | AID 651711;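 active = mean replicate inhibition above about 25%, with every replicate also reaching it, limit read from the data, passing the limit was not always enough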
# Target sequence (Q15084 whole entry, looked up): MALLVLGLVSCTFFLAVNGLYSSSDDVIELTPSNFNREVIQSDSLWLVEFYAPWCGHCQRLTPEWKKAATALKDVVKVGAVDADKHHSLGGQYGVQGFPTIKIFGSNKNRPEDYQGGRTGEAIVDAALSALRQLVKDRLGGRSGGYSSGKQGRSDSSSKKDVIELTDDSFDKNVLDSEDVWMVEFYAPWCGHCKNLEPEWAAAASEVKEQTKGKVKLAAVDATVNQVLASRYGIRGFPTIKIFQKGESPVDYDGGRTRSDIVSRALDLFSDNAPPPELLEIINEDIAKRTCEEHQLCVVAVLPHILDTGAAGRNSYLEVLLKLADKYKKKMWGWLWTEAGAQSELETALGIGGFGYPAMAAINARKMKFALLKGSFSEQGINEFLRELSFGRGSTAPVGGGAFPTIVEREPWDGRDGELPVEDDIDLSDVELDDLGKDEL
# * = called active by the depositor; / = not tested or not shown.
SMILES,S100A4 MyoIIA,Xi reactivation,RAD54 branch,E-sel inducer,esBAF inh,ERAP1 HTS inh,RAD52 inh,ERp5 block
C[C@@H]1CN([C@@H](C)CO)C(=O)c2cc(NC(=O)Nc3ccc4c(c3)OCO4)ccc2O[C@H]1CN(C)C(=O)Nc1ccc2c(c1)OCO2,12,0.1,5,-0.2,-3,-1,-4,4
Cc1cc(Cl)c2oc(C(=O)N3CCN(C4CCS(=O)(=O)C4)CC3)c(C)c2c1 (configuration not stated),-1,0.0,-8,-0.3,4,0,-6,1
O=C(C[C@@H]1CC[C@H]2[C@@H](COC[C@H](O)CN2CCc2ccccc2)O1)NCc1ccc(F)cc1,7,-0.2,-5,0.0,-6,1,-4,2
COc1ccc(NC(=O)N(C)C[C@@H]2OCc3ccccc3-c3c(n(C)c4ccccc34)C(=O)N([C@@H](C)CO)C[C@@H]2C)c(OC)c1,4,-0.1,5,-2.7,17,1,8,5
O=C1C(Cc2ccccc2)Nc2ncnc(N3CCN(c4ccccc4)CC3)c2N1Cc1ccccc1 (configuration not stated),-9,0.0,-6,-0.1,6,-4,-33,0
CC(C)(C)OC(=O)CNC(=O)c1nc[nH]c1C(=O)N1CCN(C(=O)OC(C)(C)C)CC1,-3,0.0,3,/,-1,-2,0,5
CN(CC(=O)Nc1cccc(F)c1)C(=O)CN1C(=O)C2CC=CCC2C1=O (configuration not stated),-4,-0.1,/,/,/,-4,-12,-2
Cc1cc(C)c(S(N)(=O)=O)c(C)c1N(C)S(=O)(=O)c1ccccc1,-4,0.0,-5,0.0,6,0,-6,0
O=C(c1cnccn1)N1CC[C@@H]2[C@H](CO)Nc3ccc(C#Cc4cccnc4)cc3[C@@H]21,1,-0.1,-2,0.6,3,-1,-1,-2
C[C@@H](NC(=O)C[C@@H]1CC[C@H](NC(=O)C2CC2)[C@@H](CO)O1)c1ccccc1,-6,-0.6,-2,-0.2,3,-1,0,10
CNC[C@@H]1OCCCC[C@@H](C)Oc2ccc(NC(=O)CCC(F)(F)F)cc2C(=O)N([C@@H](C)CO)C[C@@H]1C,15,-0.1,-2,0.0,-8,-2,-49,0
CC(=O)c1c(N2CCOCC2)nc(=S)n(-c2cc(C)ccc2C)c1C,-2,/,5,/,1,0,-7,-1
O=Cc1cccnc1SCc1ccccc1,3,0.4,-2,11,0,0,-6,-2
O=C(NCCCCNC(=O)c1ccccc1Cl)c1ccccc1Cl,1,0.1,-1,/,-1,3,-7,0
CCO/C=C/C(O)(CNC(=O)c1ccc(C(C)(C)C)cc1)C(F)(F)F (configuration not stated),3,0.0,/,/,/,4,-32,0
COc1ccc(CN(C)C[C@@H]2Oc3c(NC(=O)Nc4ccccc4)cccc3C(=O)N([C@@H](C)CO)C[C@H]2C)cc1,-15,-0.9,2,0.3,-1,-2,8,-1
CCOc1ccccc1NC(=O)CSc1nc2c(c(=O)n(C)c(=O)n2C)n1C,10,0.1,-6,/,2,4,-10,0
COc1ccc(S(=O)(=O)N(C)C[C@H]2Oc3c(NC(=O)CCC(F)(F)F)cccc3C(=O)N([C@H](C)CO)C[C@@H]2C)cc1,-10,-0.1,1,0.0,5,-2,-11,-2
CCOCCCNC(=O)COC(=O)/C=C/c1ccc(S(=O)(=O)N2CCc3ccccc32)cc1,-10,0.0,/,/,4,0,-5,-4
O=C(c1ccccc1Cc1ccccc1)N1CCN(S(=O)(=O)c2ccc(F)cc2)CC1,-5,-0.1,0,0.6,/,0,-1,-2
O=S(=O)(NC[C@@H]1CC[C@H]2NC[C@H]2O1)c1ccccc1F,-8,/,/,/,/,1,0,-6
O=C(COC(=O)c1ccccc1-n1cnnn1)c1ccc(F)cc1,8,0.0,-3,0.1,30,-12,-13,-4
O=C(COC(=O)c1cc(Br)ccc1O)NNC(=O)c1ccc([N+](=O)[O-])cc1,-2,0.1,8,0.8,-7,1,-11,8
CN(C)c1cccc(C(=O)Nc2nc3ccccc3[nH]2)c1,1,0.0,-9,0.5,-44,-1,-2,-2
Cc1ccc(-c2nc(-c3ccccn3)sc2CC(=O)O)cc1,-1,0.0,/,2.9,-3,0,9,-7
Cc1cccc(S(=O)Cc2ccc(C(=O)N3CCN(C(=O)c4ccco4)CC3)o2)c1 (configuration not stated),-3,0.0,-3,/,3,0,0,3
O=C([C@@H]1[C@@H](CO)[C@@H]2Cn3c(cccc3=O)[C@@H]2N1CC1CCCC1)N1CCOCC1,1,-0.1,13,-0.2,3,2,-27,-2
O=C1CC(c2ccccc2)CC(=NCCO)/C1=C(\O)CCCN1C(=O)c2ccccc2C1=O (configuration not stated),3,-0.1,/,-0.9,/,2,-2,0
CCC(=O)Nc1ccc2c(c1)C(=O)N(C)C[C@H](OC)[C@@H](C)CN(CC1CCOCC1)[C@H](C)CO2,/,0.1,13,-0.2,8,/,/,/
O=C(CCN1C(=O)/C(=C/c2ccc(F)cc2)SC1=S)NNC(=O)c1ccncc1,-4,0.0,2,/,-6,-3,-17,-5
Cc1ccc(CN(Cc2ccco2)C(=S)NCC(=O)NC2CC2)cc1,-5,0.2,/,-1.7,/,-2,-39,1
COCCn1c(=NC(=O)CCS(=O)(=O)c2ccccc2)sc2ccccc21,-2,0.1,-4,0.7,0,-2,-2,-2
COc1ccc(C(=O)NCCC(=O)N2CCC3(CC2)NCCc2[nH]cnc23)cc1,19,0.0,-3,/,1,-1,1,-2
C[C@H]1CN([C@@H](C)CO)C(=O)c2cc(NC(=O)CCC(F)(F)F)ccc2O[C@@H]1CN(C)S(=O)(=O)c1cn(C)cn1,98*,0.0,-4,2.0,-10,-1,7,-3
COc1ccccc1CNCc1ccc(OC)c2ccccc12,-1,0.2,/,0.1,/,/,0,4
Fc1ccccc1COc1cccc2cccnc12,0,0.0,0,/,46*,-1,-3,4
COc1ccc(-c2nc3cc(C)ccn3c2NC(=O)c2c(F)cccc2Cl)cc1,-1,0.0,2,0.2,3,3,-19,1
CC(C)[C@H](NC(=O)c1ccco1)C(=O)OCc1cc(=O)n2c(n1)sc1ccccc12,2,-0.1,1,/,6,4,-31,-6
COC(=O)c1c(NC(=O)COC(=O)c2ccc(Cl)cc2[N+](=O)[O-])sc2c1CCCCC2,0,0.3,/,-0.2,/,7,-8,-4
CCOC(=O)c1c(S(=O)(=O)Nc2ccc(C)c(F)c2)c(C)n(C)c1C,1,0.1,-6,-0.1,2,-3,-6,-3
COc1cccc(NC(=O)N[C@H]2C=C[C@H](CC(=O)N3CCCCC3)O[C@H]2CO)c1,-29,0.6,-2,3.3,4,1,-15,0
COc1ccccc1-c1ccc(C2[C@@H]3CN(S(=O)(=O)c4ccccc4)C[C@H]2N3)cc1 (some centres not stated),/,0.1,/,0.3,/,/,55*,7
CC(C)[C@H](NC(=O)c1ccccc1)C(=O)N1CCC[C@H]1C(=O)NCc1ccccc1,-9,0.1,/,-0.1,/,1,0,4
CN(CC(=O)Nc1ccc(F)c(F)c1F)C(=O)C1CCC1,-2,-0.1,-3,-0.1,8,-1,-3,12
CNS(=O)(=O)c1cc(S(=O)(=O)NC)c2cccc3c2c1NC3=O,-7,0.0,-13,/,-4,-8,-11,3
C/C=C/c1cnc2c(c1)C(=O)N([C@H](C)CO)C[C@@H](C)[C@H](CN(C)Cc1ccccc1)O2,-9,-0.5,2,0.0,-2,-1,-2,-1
COc1cccc(Nc2nc(-c3sc(C)nc3C)cs2)c1,0,0.0,-1,/,71*,-1,-13,1
C[C@H]1CN([C@@H](C)CO)C(=O)c2cc(C#CC3CCCCC3)cnc2O[C@@H]1CN(C)S(=O)(=O)c1ccc(F)cc1,-31,0.4,4,0.2,-5,1,11,3
COc1ccccc1NC(=O)c1ccc2c(=O)n3c(nc2c1)CCC3,-5,0.1,6,-0.7,6,-3,-3,7
COc1ccc(S(=O)(=O)N(C)C[C@H]2OCCCC[C@@H](C)Oc3ccc(NS(=O)(=O)c4ccc(C)cc4)cc3C(=O)N([C@@H](C)CO)C[C@@H]2C)cc1,-12,0.0,3,0.3,8,-2,-7,1
Cc1nc(Nc2ccc(O)cc2)c2c3c(sc2n1)CCCC3,-3,0.0,-1,0.6,-6,-1,0,-2
CNC[C@@H]1Oc2cc(C#CC3CCCC3)ccc2S(=O)(=O)N([C@@H](C)CO)C[C@@H]1C,49,0.1,-16,0.5,-5,-7,0,-1
COc1ccc(S(=O)(=O)N2CCCCC2c2cc(C(=O)NCc3ccccc3)no2)cc1 (configuration not stated),0,0.1,-2,0.0,5,-2,-15,5
O=C(CSCc1ccccc1)N/N=C/c1ccccc1OCc1ccccc1,2,/,5,/,7,14,-11,6
CC(C)N=C1NN=C(c2cccs2)C(CC(=O)O)S1 (configuration not stated),20,-0.2,2,1.8,0,/,-7,-4
CCc1ccccc1NC(=O)C1CCN(S(C)(=O)=O)CC1,-1,0.0,-4,0.4,/,4,-6,0
CCC(=O)Nc1ccc2c(c1)OC[C@H](C)N(C(=O)COC)C[C@H](C)[C@@H](OC)CN(C)C2=O,-3,0.3,-13,0.5,-5,3,4,5
CC1CCCC(NC(=O)c2cccc(S(=O)(=O)N3CCCCC3)c2)C1C (configuration not stated),0,0.4,-13,-0.3,-5,0,-23,15
CC(NS(=O)(=O)c1ccc2c(c1)CC(=O)N2C)c1ccccc1 (configuration not stated),-3,0.1,9,/,7,-2,1,-3
C[C@@H]1CN([C@@H](C)CO)C(=O)c2cc(C#CC3CC3)cnc2O[C@H]1CN(C)C(=O)Cc1ccccn1,-13,-0.5,-2,3.8,-6,2,-7,2

# (cont.)
SMILES,S100A4 MyoIIA,Xi reactivation,RAD54 branch,E-sel inducer,esBAF inh,ERAP1 HTS inh,RAD52 inh,ERp5 block
COc1ccc(N(C)S(=O)(=O)c2cccc(C(=O)OCC(=O)Nc3sc4c(c3C#N)CCCCC4)c2)cc1,1,0.1,/,/,/,2,-5,2
Cc1noc(C)c1S(=O)(=O)N(C)C[C@@H]1Oc2ccc(N(C)C)cc2CC(=O)N([C@H](C)CO)C[C@@H]1C,-19,0.3,-6,0.1,1,-2,-4,3
CCOc1ccc(CCNC(=O)c2cccc(S(=O)(=O)N3CCCC3)c2)cc1OCC,-1,-0.3,-5,0.4,4,-2,-4,4
O=C(Nc1cccc(Cl)c1)NC1(C(=O)NCc2cccs2)CCCCC1,-3,/,-1,/,7,-7,-4,-7
O=C(NCc1ccccc1CN1CCCC1)c1ccc(S(=O)(=O)Nc2ccccc2F)cc1,-1,-0.1,0,-0.1,-9,3,-9,-3

# Quoted at random: 3 entries already listed, in no set order.
SMILES,S100A4 MyoIIA,Xi reactivation,RAD54 branch,E-sel inducer,esBAF inh,ERAP1 HTS inh,RAD52 inh,ERp5 block
Cc1cc(C)c(S(N)(=O)=O)c(C)c1N(C)S(=O)(=O)c1ccccc1,-4,0.0,-5,0.0,6,0,-6,0
COc1ccc(S(=O)(=O)N(C)C[C@H]2OCCCC[C@@H](C)Oc3ccc(NS(=O)(=O)c4ccc(C)cc4)cc3C(=O)N([C@@H](C)CO)C[C@@H]2C)cc1,-12,0.0,3,0.3,8,-2,-7,1
COc1cccc(NC(=O)N[C@H]2C=C[C@H](CC(=O)N3CCCCC3)O[C@H]2CO)c1,-29,0.6,-2,3.3,4,1,-15,0

# Screening results: PubChem BioAssay, Broad Institute
